# DDE Tn7 FP inh – DD(E)-Tn7 binding inhibition, primary FP screen; FP displacement of FITC-Tn7 peptide from fibrin DD(E); 0% = median of compound wells per plate; inhibition, % at 8.3 µM; hit rate 0.13% among 370,000;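 active = inhibition above the mean of compounds falling within the control limits plus 3 SD of them, cut at about 14% in these data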;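 also: 0% = plate median of compound wells and 100% = 10 µM Aha-Tn7 peptide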
#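 system = human fibrin DD(E) protein | quantity = DD(E) 2 µM final | medium = Tris/NaCl/CaCl2 buffer, pH 7.8 | also added = labelled Tn7 tracer, 0.1 µM | compound dosing = single point at 8.3 µM | timing = compound with protein 10 min, then 3 h after probe, room temperature | signal = FP measurement | benchmarks = Aha-Tn7 high control | repeats = one replicate per compound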
# Tn6 DDE FP – inhibitors of Tn6 peptide binding to human fibrin DD(E). AID 720509. Fibrin DD(E) TRITC-Tn6 fluorescence polarization displacement. P02675. hit rate 0.21% among 370,000. inhibition, % at 8.3 µM;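 active = inhibition above a per-campaign cutoff: mean of compounds within control limits plus 3 SD, cut at about 15% in these data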;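 also: 0% = median of all compound wells on the plate and 100% = blocking peptide control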
# ADAM17 inh – inhibits human ADAM17 | P78536 | recombinant ADAM17, EDANS/DABCYL FRET peptide cleavage | inhibition, % at 6.95 µM | hit rate 0.83% among 370,000;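 active = inhibition above the mean of compounds lying between control limits plus 3 SD, set per campaign, cut at about 8.5% in these data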;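 also: 0% = DMSO-only wells as the low control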
# MBD2 inh – inhibitors of human MBD2 binding to methylated oligonucleotide | TR-FRET | inhibition, % at 4.4 µM | hit rate 0.31% among 370,000; in the data active = inhibition above about 13%
# ARFGAP1 inhibitor – inhibits rat ARF GTPase activating protein 1 | Q62848 | AID 651572 | hit rate 0.26% among 360,000 | Arfgap1-stimulated ARF1 GTP hydrolysis, GDP FP detection | inhibition, % at 16.5 µM;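 active = inhibition above a per-plate limit, mean inhibition of low control wells plus 3 SD, cut at about 25% in these data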;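 also: 0% = DMSO wells with enzyme and 100% = wells lacking Arfgap1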
# Target sequence (Q62848 1-136 limits assumed): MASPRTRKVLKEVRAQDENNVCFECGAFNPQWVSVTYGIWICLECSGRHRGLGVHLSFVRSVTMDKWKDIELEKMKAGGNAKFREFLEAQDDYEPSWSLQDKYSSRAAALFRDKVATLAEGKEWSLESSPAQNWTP
#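 Material: rat Arfgap1 catalytic domain, aa 1-136; also added: human ARF1(Δ1-17)-GTP substrate; compound dosing: one concentration, 16.5 µM, DMSO 1.26%; incubation: GTP hydrolysis reaction 2 h at 25 °C; measured by: Tracer-displacement fluorescence polarization with EDTA stop, 620/688 nm; evaluation: % inhibition from polarization; repeats: one replicate per compound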
# ASAP1 inh – blocks human ASAP1-stimulated Arf1 GTP hydrolysis; GDP FP detection; inhibition, % at 16.5 µM; hit rate 0.19% among 360,000; AID 624377; in the data active = inhibition above about 25%;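 also: 0% = vehicle with enzyme and substrate and 100% = no enzyme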
# PLCg1 inh – blocks human PLC-gamma1 enzyme activity; P19174; purified PLC-gamma1, fluorogenic substrate, fluorescence; inhibition, % at 12.2 µM; hit rate 0.84% among 370,000; AID 720700; in the data active = inhibition above about 9.5%
# KLK7 zymogen act – activates the human kallikrein-7 zymogen; P49862; purified proKLK7, EDANS-DABCYL substrate fluorescence; 100% is mature enzyme control, 0% vehicle; activation, % at 7 µM; hit rate 0.9% among 370,000;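 active = activation above the mean of all tested compounds plus 3 SD, computed per campaign excluding outliers beyond control limits, cut at about 13% in these data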
# PLCb3 inh – inhibitors of human phospholipase C beta3; Q01970; Purified PLC-beta3, fluorogenic substrate, fluorescence; hit rate 0.18% among 370,000; inhibition, % at 12.2 µM; in the data active = inhibition above about 11%;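 also: 0% = median of compound wells on plate and 100% = full blocker control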
# UHRF1 binding – UHRF1 methyl-DNA binding inhibition; hit rate 0.75% among 370,000; UHRF1 binding to methylated oligo, TR-FRET; inhibition, % at 4.4 µM; Q96T88; AID 687016; in the data active = inhibition above about 21%;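 also: UHRF1 SRA domain binding a hemimethylated CpG hairpin DNA probe; 0% = median of test compound wells and 100% = reference inhibitor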
# Target sequence (Q96T88 whole entry, looked up, the tested form may be a part): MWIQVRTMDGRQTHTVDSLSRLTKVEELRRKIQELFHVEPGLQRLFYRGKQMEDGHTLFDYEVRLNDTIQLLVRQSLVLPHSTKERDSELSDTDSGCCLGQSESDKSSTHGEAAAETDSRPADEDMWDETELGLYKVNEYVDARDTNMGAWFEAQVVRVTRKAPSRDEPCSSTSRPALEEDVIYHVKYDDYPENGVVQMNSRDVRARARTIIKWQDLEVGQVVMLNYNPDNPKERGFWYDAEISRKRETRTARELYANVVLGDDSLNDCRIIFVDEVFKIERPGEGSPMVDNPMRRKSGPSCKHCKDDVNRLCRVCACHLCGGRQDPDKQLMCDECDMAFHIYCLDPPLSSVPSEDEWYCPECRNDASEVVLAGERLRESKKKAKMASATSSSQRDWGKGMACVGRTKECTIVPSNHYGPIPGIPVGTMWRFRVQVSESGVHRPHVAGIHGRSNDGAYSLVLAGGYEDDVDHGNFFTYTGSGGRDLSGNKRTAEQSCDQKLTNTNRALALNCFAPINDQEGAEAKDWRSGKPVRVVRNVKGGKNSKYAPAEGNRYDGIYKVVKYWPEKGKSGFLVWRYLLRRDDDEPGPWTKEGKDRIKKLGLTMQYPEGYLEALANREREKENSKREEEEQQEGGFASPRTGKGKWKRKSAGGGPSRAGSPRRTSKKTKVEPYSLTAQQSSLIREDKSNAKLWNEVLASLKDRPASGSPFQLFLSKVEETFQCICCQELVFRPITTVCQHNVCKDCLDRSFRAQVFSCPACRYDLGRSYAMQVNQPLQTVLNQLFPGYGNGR
# An asterisk follows results filed as active; . = no result given.
SMILES,DDE Tn7 FP inh,Tn6 DDE FP,ADAM17 inh,MBD2 inh,ARFGAP1 inhibitor,ASAP1 inh,PLCg1 inh,KLK7 zymogen act,PLCb3 inh,UHRF1 binding
CCC(C)NS(=O)(=O)c1ccc(NC(C)=O)cc1 (configuration not stated),-3.6,-2.2,-2.6,1.9,-2.8,6.6,-0.9,-0.2,-0.8,1.7
CCn1ncc(Br)c1C(=O)Nc1c(C)nn(Cc2c(F)c(F)c(F)c(F)c2F)c1C,-6.0,-2.6,-0.1,3.0,-0.6,7.4,1.6,0.2,-2.0,-3.7
C=CCn1c(SCCOc2ccc(OC)cc2)nnc1C(CO)NC(=O)c1ccc(OC)cc1 (configuration not stated),-5.4,1.3,0.0,1.5,8.4,-2.0,4.5,1.0,1.6,0.2
C/C(=N\NC(=O)c1ccc(Cl)cc1)c1cccc(NC(=O)C(C)C)c1,-4.7,-1.8,-2.4,1.7,5.4,9.5,-1.4,0.7,-2.5,-2.0
COc1cc(NC(=O)c2ccccc2Cl)ccc1NC(=O)c1cccs1,1.7,-5.1,-1.7,-4.9,-1.4,-4.9,-3.1,0.2,-6.5,-2.3
CC(C)(C)C(=O)OCc1cn(-c2ccc(Cl)cc2)nn1,0.4,-8.1,-4.7,-1.0,0.8,13.3,-0.9,0.3,-0.1,-1.8
Cc1cccc(N(CC(=O)NC2CCCCC2)C(=O)c2ccc(C)s2)c1,-3.7,1.4,-2.5,0.7,10.4,-6.7,-1.3,0.4,-4.4,-1.3
CN(C)CCC1CCN(c2cc(C#N)c(C#N)cc2[N+](=O)[O-])CC1,-5.8,3.6,-2.7,-11.5,16.4,4.3,-0.2,0.5,-3.6,-11.2
O=C(COC(=O)/C=C/c1cccc([N+](=O)[O-])c1)NCC1CCCO1 (configuration not stated),-2.0,-5.4,-1.2,-4.9,-2.3,-1.1,0.8,0.0,-6.3,-1.0
CN(C(=O)OC(C)(C)C)[C@H](Cc1ccccc1)C(=O)N[C@H]1CCCCNC1=O,-0.2,-0.9,0.9,2.1,7.0,-2.8,0.5,0.4,2.4,2.4
CCC(C)NC(=O)NC(=O)N(C1CCCCC1)S(C)(=O)=O (configuration not stated),0.9,-1.5,-3.5,-0.6,-3.3,-23.1,1.0,-0.1,0.1,-0.3
COc1ccc(/C=C2/CCCC(CN(C)C)C2=O)cc1 (configuration not stated),-6.7,-5.4,2.4,-3.2,-9.3,6.9,0.7,0.1,-0.9,-2.2
CCCC(=O)Nc1ccc(C(=O)Nc2cc(C(F)(F)F)ccc2Cl)cc1,1.1,1.3,2.9,0.6,-5.3,9.5,6.0,-0.4,0.8,0.3
Cc1cccc(C(=O)Nc2ccccc2SCC2CSc3nc4ccccc4c(=O)n32)c1 (configuration not stated),2.5,0.7,-3.2,0.1,7.1,4.5,-5.7,-0.7,-3.2,4.3
COc1cc(CNc2ccc(CNc3ncn[nH]3)cc2)cc(Cl)c1OCc1ccccc1,1.4,1.6,3.0,0.0,3.3,2.8,-4.8,0.1,-7.4,4.5
CCOC(=O)CSc1nnc(CNC(=O)c2ccc(S(=O)(=O)N3CCOCC3)cc2)n1C,-5.5,2.9,-0.4,0.4,3.0,-11.8,-1.5,0.1,0.7,2.6
COc1cccc(NC(=O)CCSc2ccc(C)cc2)c1,3.5,10.1,-0.4,5.0,-2.2,0.2,-0.5,-0.3,1.3,2.1
CCOC(=O)C1=C(C)NC(C)=C(C(=O)OCC)C1c1sccc1C,-4.2,6.0,-2.5,1.1,7.2,4.9,-19.5,-0.5,-30.7,5.2
COc1ccccc1NS(=O)(=O)c1cccc2nsnc12,1.2,2.9,-1.4,2.6,-0.7,-3.7,0.1,0.1,-3.2,-3.1
COc1cc(/C=C(/C#N)c2ccc(C)cc2)ccc1Oc1ccc([N+](=O)[O-])cn1,6.2,7.1,-1.6,-3.6,-2.7,17.4,-4.2,-0.2,1.9,7.3
CCOC(=O)c1c(NC(=O)Cc2ccccc2)sc2c1CCN(CC)C2,-2.9,0.7,-1.9,1.9,-6.3,-3.5,0.9,0.1,-0.7,2.5
CCCCCc1cc(=O)oc2c(C(CCN3CCCC3)c3cc(OC)c(OC)c(OC)c3)c(OC)cc(OC)c12 (configuration not stated),0.2,-7.8,-5.2,4.3,-3.5,-4.8,-12.2,-0.2,-19.2,11.1
Cc1ccnc(NC(=O)c2sc3cc(Cl)ccc3c2Cl)c1,1.2,0.6,-1.3,-4.1,-12.9,9.6,0.3,0.3,5.2,-4.2
CCN(CC)C(=O)CN1C(=O)C(=O)c2ccccc21,-8.9,7.9,0.6,0.6,10.9,2.0,-0.5,-0.5,1.3,-1.7
Cc1ccc(-c2nn3cnnc3c3ccccc23)cc1,-3.7,-1.3,-1.8,-4.6,-2.0,-2.1,4.1,-0.1,-1.2,0.0

# A second format for part of the listing above:
# The line under a structure holds: DDE Tn7 FP inh, Tn6 DDE FP, ADAM17 inh, MBD2 inh, ARFGAP1 inhibitor, ASAP1 inh, PLCg1 inh, KLK7 zymogen act, PLCb3 inh, UHRF1 binding
CCOC(=O)c1c(NC(=O)Cc2ccccc2)sc2c1CCN(CC)C2
    -2.9, 0.7, -1.9, 1.9, -6.3, -3.5, 0.9, 0.1, -0.7, 2.5
Cc1cccc(C(=O)Nc2ccccc2SCC2CSc3nc4ccccc4c(=O)n32)c1 (configuration not stated)
    2.5, 0.7, -3.2, 0.1, 7.1, 4.5, -5.7, -0.7, -3.2, 4.3

# Other results.
SMILES,DDE Tn7 FP inh,Tn6 DDE FP,ADAM17 inh,MBD2 inh,ARFGAP1 inhibitor,ASAP1 inh,PLCg1 inh,KLK7 zymogen act,PLCb3 inh,UHRF1 binding
COCCn1nnnc1C(c1cccc(OC)c1OC)N1CCN(C(=O)c2ccco2)CC1 (configuration not stated),2.1,-4.9,-1.7,0.9,1.0,1.2,2.1,0.3,-5.5,1.1
CC(=O)Nc1ccc(N2C(=O)CSC2c2cccc(Br)c2)cc1 (configuration not stated),3.5,-0.1,1.0,-6.4,2.4,2.5,-0.3,1.4,-4.7,-1.0
O=C(NC1CCN(S(=O)(=O)c2ccc(F)cc2)CC1)c1ccccc1,7.8,-3.5,-1.9,-0.7,3.6,6.8,-3.9,1.0,-5.2,-1.4
NC(=O)c1ccccc1OCc1cccc2ccccc12,-3.9,6.7,1.5,-1.1,6.5,5.0,2.1,0.2,-3.2,-2.1
CC1(c2ccc([N+](=O)[O-])cc2)NC(=O)N(CC(=O)Nc2ccc(N3CCCCC3)cc2)C1=O (configuration not stated),3.0,1.8,-1.2,4.2,-1.4,-9.0,1.7,-0.2,3.6,0.2
O=C(O)CCCNS(=O)(=O)c1ccc2ccccc2c1,8.8,-1.2,-4.4,1.9,-1.0,-4.0,0.6,-0.5,0.6,-2.0
COc1ccc(-c2cc(-c3ccccc3)nc(SCC(=O)Nc3nccs3)c2C#N)cc1,0.0,14.9,-1.2,0.3,-6.2,7.8,-3.8,-0.5,-5.5,-2.7
Cc1ccccc1Nc1nc(N)nc(COC(=O)c2ccc3c(c2)OCCO3)n1,-1.3,-2.0,-3.4,3.6,0.8,10.0,-3.5,0.3,-0.3,0.7
CC1CCN(C(=O)COC(=O)c2cc([N+](=O)[O-])ccc2N2CCOCC2)CC1,-12.6,3.9,-1.0,-5.2,-1.3,-2.3,1.6,-0.3,2.0,-2.2
CCOC(=O)Cc1nnc(NC(=O)c2ccccc2OC)s1,1.5,4.6,0.4,-6.4,-0.8,-13.9,-1.4,0.8,-0.5,-4.3
CCN(CC)CCCCOc1ccccc1OC,4.3,-4.5,-6.1,1.6,-2.9,5.9,-2.2,-0.1,1.9,0.2
CCOC(=O)C1CCCN(C(=O)c2ccccc2NC(C)=O)C1 (configuration not stated),1.6,2.0,-4.2,4.5,3.4,-4.0,-2.8,-0.7,-4.3,1.8
Brc1ccc(CSc2nnc(-c3cnccn3)n2Cc2ccco2)cc1,-0.6,-9.6,-0.6,2.4,3.2,5.9,2.1,-0.2,-2.2,-1.6
COc1cccc(-c2noc(C(C)n3nc(C)c([N+](=O)[O-])c3C)n2)c1 (configuration not stated),3.3,0.1,13.1*,-3.9,7.9,8.4,10.8*,-0.5,8.4,6.3
CCCSC1=N/C(=C\c2ccc([N+](=O)[O-])o2)C(=O)S1,6.8,6.8,-4.9,19.0*,6.0,-9.3,0.5,0.0,-19.6,52.3*
CSc1ncccc1C(=O)OCC(=O)N1CC(=O)Nc2ccccc21,-13.0,1.2,-1.4,5.8,-9.8,0.0,5.2,-0.1,-1.9,16.7
O=C1CC(Nc2ccc(N3CCOCC3)cc2)C(=O)N1c1ccccc1F (configuration not stated),4.1,8.7,-0.5,-6.6,9.6,0.6,-38.3,5.6,-54.3,-4.0
CCC(Sc1ncnc2c1nnn2-c1ccc(F)cc1)C(=O)OC (configuration not stated),-4.2,-4.1,-4.1,3.3,3.5,-4.5,-1.3,0.1,0.2,1.2
CCc1cccc(CC)c1NC(=O)CSc1nnc(C(C)C)n1CC,-6.5,-1.6,-2.1,-2.4,5.4,4.3,-2.1,-0.1,8.1,2.8
CCCCCn1cnnc1SCC(=O)c1c(N)n(C2CC2)c(=O)[nH]c1=O,-5.4,-3.2,-0.7,-5.1,15.4,3.7,1.0,0.2,-6.4,0.2
CN1C(=O)[C@@](O)(c2cccn2C)c2cc(Cl)ccc21,2.7,2.8,-5.3,5.5,.,.,0.3,-0.4,-1.9,0.6
O=C(O)c1ccc(S(=O)(=O)c2ccc3c(c2)C(=O)N(c2ccc(O)cc2)C3=O)cc1,-0.4,47.7*,-6.6,-8.8,12.5,7.8,-7.1,1.3,-18.4,6.1
CCOc1ccc(NC(=O)C2CCN(S(=O)(=O)c3ccc4c(c3)C(C)(C)C(=O)N4C)CC2)cc1,1.2,2.7,-4.6,3.1,-9.1,11.3,1.3,-0.3,-2.5,-0.1
O=C(N/N=C/C=C/c1ccccc1[N+](=O)[O-])c1ccncc1,-8.2,3.8,0.8,0.6,9.0,4.7,2.6,-0.1,-0.3,2.2
Cn1c(=O)c2c(nc(NCc3ccc4c(c3)OCO4)n2C)n(C)c1=O,3.5,-3.7,-5.3,-5.8,0.2,10.8,-3.7,-0.4,-2.7,-1.8

# Remaining list, next part
SMILES,DDE Tn7 FP inh,Tn6 DDE FP,ADAM17 inh,MBD2 inh,ARFGAP1 inhibitor,ASAP1 inh,PLCg1 inh,KLK7 zymogen act,PLCb3 inh,UHRF1 binding
CCc1ccc(O)c(CNCCNCc2cc(CC)ccc2O)c1,3.7,1.7,-3.4,-0.2,7.2,-6.4,3.1,0.4,6.8,-1.6
O=C(CCSCc1ccccc1F)NCc1cccs1,-8.2,-0.6,-2.2,-4.9,0.6,5.6,0.1,0.0,-4.3,2.8
C/C(CC(=O)NCCN1CCOCC1)=N\NC(=O)c1ccncc1,3.1,3.0,1.2,-0.1,5.4,-11.7,-0.7,0.3,-8.4,-4.6
CCOc1ccccc1CNS(=O)(=O)c1csc(C(N)=O)c1,-5.5,1.8,-2.9,5.0,-1.3,9.6,-1.8,0.2,-12.5,3.8
COC(=O)c1ccc(CSc2nnnn2-c2ccc(C)cc2C)o1,-1.7,-4.7,-4.2,-3.5,7.6,1.1,-1.5,0.6,-2.8,-3.3
Cc1ccc(S(=O)(=O)n2ccc(-c3c(-c4ccc(Cl)cc4)noc3C)n2)cc1,-1.0,8.7,1.5,1.9,.,.,1.1,0.3,2.0,-1.5
